# Casp6 inh: inhibitors of human caspase-6. purified caspase-6, Z-VEID-R110 cleavage fluorescence. P55212. actives 0.53% (n = 350,000). inhibition, % at 12.5 µM;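 active means mean inhibition across replicates at least about 35%, with every replicate also reaching that limit, limit read from the data; inconclusive means only one of the two criteria met; inactive means neither criterion met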;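 further: 0% = median of neutral control wells and 100% = no fluorescence left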
# Target sequence (P55212 24-179 limits assumed): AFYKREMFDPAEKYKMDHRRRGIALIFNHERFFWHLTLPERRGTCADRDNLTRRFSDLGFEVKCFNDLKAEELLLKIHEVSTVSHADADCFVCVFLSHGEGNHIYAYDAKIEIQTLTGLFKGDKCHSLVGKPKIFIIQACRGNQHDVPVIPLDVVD
# Target sequence (P55212 194-293 limits assumed): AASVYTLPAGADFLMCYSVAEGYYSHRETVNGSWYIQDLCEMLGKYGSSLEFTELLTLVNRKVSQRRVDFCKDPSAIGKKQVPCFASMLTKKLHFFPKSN
# miR122 inh: miR-122 inhibition in Huh7 cells. Huh7 miR-122 Renilla luciferase sensor, 48 h; neutral wells = 0, positive control = 100. activation (reporter increase), % at 12.5 µM. AID 602342. actives 0.3% (n = 340,000);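 active means mean replicate activation score at least 90 and every replicate individually at or above 90; inconclusive means only one of the two criteria met; inactive means neither criterion met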;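 further: higher luciferase means less miR-122 activity so hits act as miR-122 inhibitors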
# ERAP1 inh: blocks human ERAP1 aminopeptidase activity; recombinant ERAP1, Leu-AMC fluorescence, 60 min; inhibition, % at 10.7 µM; AID 652197; actives 0.15% (n = 340,000);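 active means mean replicate inhibition of at least 30%, or all replicates individually reaching that 30% level; inactive means mean below 30% and not every replicate reaching it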;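 further: 0% = neutral control wells and 100% = L-leucinethiol positive control wells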
# SIRT5 inh: inhibitors of human sirtuin-5 desuccinylase | inhibition, % at 15 µM | AID 652115 | Q9NXA8 | actives 1.1% (n = 330,000) | Purified SirT5, succinyl-peptide AMC, trypsin-coupled fluorescence; in the data active means inhibition above about 15%; inconclusive means no clear call, values can overlap the other calls
# Target sequence (Q9NXA8 whole entry, looked up): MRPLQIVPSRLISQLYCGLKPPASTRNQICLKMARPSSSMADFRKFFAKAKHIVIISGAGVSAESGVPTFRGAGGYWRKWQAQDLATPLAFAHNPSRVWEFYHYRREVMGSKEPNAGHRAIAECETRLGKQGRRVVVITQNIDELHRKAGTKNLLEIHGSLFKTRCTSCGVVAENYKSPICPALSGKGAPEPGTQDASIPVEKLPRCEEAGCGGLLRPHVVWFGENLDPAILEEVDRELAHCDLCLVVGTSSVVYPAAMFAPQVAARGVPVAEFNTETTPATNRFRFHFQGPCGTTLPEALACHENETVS
# DENV2 CPE: DENV2-induced cell death inhibition; AID 651640; DENV2-infected cells, cytopathic effect rescue, plate reader; actives 1.7% (n = 350,000); CPE inhibition, % at 9.99 µM; in the data active means CPE inhibition above about 20%, passing the limit was not always enough; inconclusive means no clear call, values can overlap the other calls; tested in BHK-21 cells;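 further: 0% = median of neutral control wells and 100% = median of positive control wells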
# F508del corr: correctors of CFTR F508del function in bronchial epithelial cells; actives 0.36% (n = 350,000); CFBE cells, YFP halide quenching; stimulated with forskolin plus potentiator P3; % fluorescence drop versus neutral controls; activity (quench increase), % at 7.58 µM;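 active means mean added fluorescence quench of at least 8% versus neutral control, with both replicates also reaching 8%; inconclusive means only one of the mean or replicate conditions met; inactive means mean below 8% and not both replicates reaching 8%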;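 further: cells transiently co-express mutant CFTR-F508del with the halide-sensitive YFP; corrector assay measuring rescue of mutant channel to the surface after 24 h compound exposure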
# ERp5 block: blocks human ERp5 reductase activity on insulin; Q15084; actives 0.05% (n = 350,000); inhibition, % at 9.99 µM; ERp5 insulin aggregation, absorbance 650 nm, 90 min;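 active means mean replicate inhibition above about 25%, with every replicate also reaching it, limit read from the data, passing the limit was not always enough; inconclusive means only one of those two criteria met; inactive means neither criterion met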
# Target sequence (Q15084 whole entry, looked up): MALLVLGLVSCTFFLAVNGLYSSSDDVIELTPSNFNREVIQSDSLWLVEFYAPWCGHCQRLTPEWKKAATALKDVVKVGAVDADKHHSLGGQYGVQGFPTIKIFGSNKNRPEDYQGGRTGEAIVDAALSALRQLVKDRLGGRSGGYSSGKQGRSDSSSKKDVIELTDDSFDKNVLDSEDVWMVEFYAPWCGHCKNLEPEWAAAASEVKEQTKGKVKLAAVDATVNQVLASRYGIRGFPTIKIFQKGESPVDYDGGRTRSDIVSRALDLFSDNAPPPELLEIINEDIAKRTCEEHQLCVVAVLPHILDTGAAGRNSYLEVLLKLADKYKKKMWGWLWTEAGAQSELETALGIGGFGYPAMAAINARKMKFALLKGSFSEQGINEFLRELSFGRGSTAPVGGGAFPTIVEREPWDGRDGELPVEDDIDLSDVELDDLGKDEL
# Starred values were filed as active, the others as inactive; ? = inconclusive; · = not tested or not shown; & = joins results of further samples; ! = repeats disagree; [ ] = another dose, or the depositor's remark.
SMILES,Casp6 inh,miR122 inh,ERAP1 inh,SIRT5 inh,DENV2 CPE,F508del corr,ERp5 block
COC(/C=C/Nc1ccc(OC)cc1)=C(C#N)C#N,1.4,2.1,4.2,-6.2,-7.8,·,-10.1
Cc1cccc(C(=O)NNC(=O)c2ccc(S(=O)(=O)N3CCOCC3)cc2)c1,2.1,·,-3.1,-0.7,9.3,-4.1,-3.6
CCOC(=O)Nc1ccccc1C(=O)Nc1cc(C)cc(C)c1,-0.8,-1.3,1.9,0.7,0.8,3.8,4.5
Cc1cc(C)cc(N(CC(=O)NC2CCCCC2)C(=O)CCCC(=O)Nc2ccccn2)c1,-0.2,4.8,-1.3,-0.9,-0.4,-0.5,-0.3
CN1C(=O)c2cc(NC(=O)C3CCC3)ccc2OC[C@H]2O[C@H](CC(=O)NCCc3ccncc3)CC[C@@H]21,-0.9,·,-0.1,-1.1,5.1,1.2,1.2
C=CCN1C(=O)C(CC(=O)O)S/C1=N/N=C/c1ccc(N(CC)CC)cc1 (stereo not given),9.6,0.8,14.2,-0.1,-4.0,-0.9,4.7
O=C1CCc2cc(S(=O)(=O)NC(Cc3ccccc3)C(=O)NCCC3=CCCCC3)ccc2N1 (stereo not given),2.4,-7.1,·,·,-4.1,-1.5,-0.3
CCCOC(c1ccccc1)(c1ccc(C(F)(F)F)cc1)C(Oc1nc(C)cc(C)n1)C(=O)O (stereo not given),10.4,-4.7,1.9,1.2,?,2.9,4.8
NC(=O)c1oc2ccccc2c1NC(=O)c1ccco1,0.6,1.1,4.2,0.7,12.5,-1.9,-0.8
COc1ccc(S(=O)(=O)N(C)C[C@H]2OCCCC[C@H](C)Oc3ccc(N(C)C)cc3C(=O)N([C@H](C)CO)C[C@@H]2C)cc1,6.6&6.3,-7.8,-9.8&-2.4,7.9&1.7&2.2,23.3*!,2.8&-2.1&0.8,0.2&-7.9&10.7
Cc1cccc(-c2oc3ccccc3c2C#CCCCCO)c1,0.8,3.6,·,·,-6.0,0.7,-5.4
CCOC(=O)c1ccc(NC(=S)N2CCCC2)cc1,-3.1,-3.4,·,·,0.7,2.0,-7.4
NC(=S)n1[nH]c(-c2ccc([N+](=O)[O-])cc2)c(N=Nc2ccccc2[N+](=O)[O-])c1=O,-0.8,·,5.7,-3.4,0.1,-0.5,0.5
CCN(CC)S(=O)(=O)c1cccc(NC(=O)CN2C(=O)NC3(CCOc4ccccc43)C2=O)c1 (stereo not given),15.3,10.2,-2.6,1.8,-1.7,-1.1,1.8
O=C(NC1CCN(Cc2ccccc2)CC1)c1ccccc1,-5.2,-1.1,-4.5,6.1,-5.7,-0.1,1.7
O=C(O)c1ccc(S(=O)(=O)NC2CC2)cc1,-1.2,·,-0.3,-2.7,6.1,-1.3,?
Cc1ccc(-c2cc(-c3ccco3)c(C#N)c(=O)[nH]2)cc1,6.7,·,-4.0,-1.4,-3.1,2.6,3.4
CO[C@@H]1CN(C)C(=O)c2cc(NC(=O)NC(C)C)ccc2OC[C@H](C)N(Cc2ccccn2)C[C@@H]1C,-0.1,·,-0.1,-1.4,73.5*,-1.6,-1.4
COc1ccccc1NC(=O)N[C@@H]1CC[C@@H](CCNS(=O)(=O)c2ccc(Cl)cc2)O[C@H]1CO,-1.1,·,-2.6,1.4,20.3*,0.0,-0.9
COCC(=O)Nc1ccc2c(c1)C(=O)N(C)C[C@@H](OC)[C@@H](C)CN(Cc1cccnc1)[C@H](C)CO2,0.7,·,-3.1,-3.9,9.9,-2.2,-5.5
COc1cc(NC(=O)c2ccccc2)c(OC)cc1NC(=O)Cc1ccc(Br)cc1,-1.1,7.7,-1.7,-3.2,-2.5,0.7,3.2
COCC#Cc1cnc2c(c1)C(=O)N([C@@H](C)CO)C[C@@H](C)[C@@H](CN(C)C(=O)NC1CCCC1)O2,-1.8,-3.8[16.7 µM],1.8,0.2,2.4,-1.7,-14.7
COc1ccc(CC(=O)Nc2cccc(C(C)=O)c2)cc1S(=O)(=O)N1CCOCC1,-5.0,5.0,1.3,-1.4,?,-2.0,-18.8
O=C(N/N=C/c1ccccc1[N+](=O)[O-])c1ccncc1,-2.0,-1.6,-1.0,-2.2,-6.9,-2.0,1.4
Cc1ccc(C(=O)N2CCCC(N(C)Cc3ccccc3)C2)s1 (stereo not given),-3.7,·,-2.1,-0.4,7.7,-0.9,-3.0
# Later entries:
SMILES,Casp6 inh,miR122 inh,ERAP1 inh,SIRT5 inh,DENV2 CPE,F508del corr,ERp5 block
N#C[C@H]1[C@@H](c2ccc(/C=C/c3ccccc3)cc2)[C@@H](CO)N1C(=O)Cc1ccccn1,-1.2,·,3.3,-2.4,-1.2,-0.1,-1.8
C[C@@H]1CN([C@H](C)CO)S(=O)(=O)c2ccc(C#CCC3CCCC3)cc2O[C@@H]1CN(C)C(=O)CN(C)C,0.7,-10.1[16.7 µM],-0.1,-2.7,21.3,-2.4,2.5
O=C(NC(=S)N1CCN(c2ccc(F)cc2)CC1)C12CC3CC(CC(C3)C1)C2,1.6,·,1.0,·,-0.6,·,-0.7
O=C(c1cccc(F)c1)N1CC[C@@H]2[C@H]1c1cc(C#Cc3cccc(F)c3)ccc1N[C@@H]2CO,-0.2,-7.6[16.7 µM],2.3,-2.6,-4.2,1.7,-2.8
CCCc1cn(CC[C@@H]2CC[C@@H](NC(=O)C3CCCCC3)[C@@H](CO)O2)nn1,4.6,-5.8[16.7 µM],0.5,-2.2,-4.3,2.3,-0.3
O=C(C[C@@H]1C[C@@H]2c3cc(NC(=O)Cc4ccncc4)ccc3O[C@@H]2[C@@H](CO)O1)NCC1CC1,13.5,1.8[16.7 µM],0.4,0.7,15.5,1.0,0.8
O=C(NCc1ccccc1)[C@H]1CCCN1C(=O)[C@H]1CCCN1C(=O)c1cc(F)cc(F)c1,1.2,·,1.8,·,-4.6,-1.9,1.2
CCCCN(C(=O)C1CCC1)c1c(N)n(Cc2ccccc2)c(=O)[nH]c1=O,0.5,·,0.3,-3.9,-3.0,-0.3,-6.0
C/C=C/c1ccc2c(c1)O[C@@H](CN(C)C(=O)Nc1ccc(F)cc1)[C@@H](C)CN([C@H](C)CO)S2(=O)=O,-0.6,-7.4[16.7 µM],-3.8,-3.9,-0.7,0.1,-0.8
N#CCc1ccc(Oc2ncc(C(F)(F)F)cc2Cl)cc1,2.0,-5.4,1.7,0.4,6.1,2.1,-3.8
O=C(NCc1ccc(F)cc1)C1CC(=O)N(C2CCCC2)C1 (stereo not given),-2.5,-4.5,-1.9,-2.8,6.7,-0.7,3.9
COc1cccc(S(=O)(=O)N(C)C[C@@H]2Oc3ncc(C#CCN(C)C)cc3C(=O)N([C@H](C)CO)C[C@H]2C)c1,-11.7&-15.7&-11.5,-4.5,-4.9&-3.2,-7.6&-8.2&-6.0,7.9&-1.9&1.3,3.0&1.9&-2.2,-4.5&0.6&1.1
C[C@@H]1CCCCO[C@H](CN(C)S(=O)(=O)c2ccc(F)cc2)[C@@H](C)CN([C@H](C)CO)C(=O)c2cc(NC(=O)Nc3cccc4ccccc34)ccc2O1,8.8,-2.2[16.7 µM],0.2,2.4,26.2*,-0.3,-2.8
CCn1c(C)nc2cc(C(=O)NNC(=S)NC(=O)c3ccccc3)ccc21,2.0,·,-2.3,2.5,5.9,0.1,-4.0
Cc1cccc(C(=O)Nc2cccc(Br)c2)c1[N+](=O)[O-],2.4,·,1.4,0.0,-1.7,-1.6,-0.7
CCc1ccccc1NC(=O)c1ccc2c(c1)CCN2S(C)(=O)=O,2.5,-8.6,-2.6,0.7,-2.6,-4.3,2.5
CCCC#Cc1ccc2c(c1)O[C@H](CN(C)C(C)=O)[C@@H](C)CN([C@@H](C)CO)S2(=O)=O,0.2,-3.7[16.7 µM],0.5,2.9,0.5,3.1,-3.9
S=C(NC1CCCC1)N1CCN(c2ccccn2)CC1,-2.8,-0.6,2.5,-0.1,4.8,·,7.5
C[C@H]1CCCCO[C@H](CN(C)Cc2ccc(C(=O)O)cc2)[C@@H](C)CN([C@@H](C)CO)C(=O)c2cc(NC(=O)CCC(F)(F)F)ccc2O1,-0.3,7.8[16.7 µM],2.0,-6.1,10.7,1.6,3.3
CC[C@]12c3[nH]c4ccc(OC)cc4c3CCN1C(=O)C(CC(=O)NCCCn1ccnc1)C[C@@H]2C(=O)N1CCN(C(=O)C2CC2)CC1 (stereo not given in full),-21.6,·,·,1.4,-10.7,-2.3,4.4
CCc1ccc(S(=O)(=O)NCc2csc(C)n2)s1,2.3,1.8,-1.0,-0.8,5.5,-2.5,-7.6
CCN1[C@@H]2c3ccc(-c4ccccc4F)c(=O)n3C[C@@H]2[C@@H](CO)[C@@H]1C(=O)NC1CCCC1,-0.6,0.7[16.7 µM],-1.2,1.1,-10.3,-2.2,3.6
O=C(NCCCN1CCCC1=O)Nc1ccc(Br)cc1Cl,-1.7,·,-0.6,-2.1,?,-1.0,4.3
CC(C)OCCCNC(=O)C1CCN(S(=O)(=O)c2ccc3nc4c(c(C(=O)O)c3c2)CCCCC4)CC1,4.4,-9.0,-5.0,0.6,-4.3,-0.8,-5.2
Cc1ccc(NS(=O)(=O)c2ccc(OCC(=O)NCc3ccccn3)cc2)cc1,-2.4,4.7,-1.2,-2.2,2.1,-2.5,-1.9
# Following part.
SMILES,Casp6 inh,miR122 inh,ERAP1 inh,SIRT5 inh,DENV2 CPE,F508del corr,ERp5 block
COc1ccc(C(=O)NC(=S)NNC(=O)c2ccccc2O)cc1,6.8,·,-1.1,-2.2,-6.1,1.3,0.8
CC(=O)NCCn1c(C)cc2ccccc21,2.7,·,-1.3,1.8,7.3,6.2,-3.3
COc1ccc(S(=O)(=O)N(C)C[C@@H]2OCCCC[C@H](C)Oc3ccc(N(C)C)cc3C(=O)N([C@H](C)CO)C[C@H]2C)cc1,-0.1,6.9[16.7 µM],2.7,4.2,0.3,1.7,3.7
C[C@@H]1CN([C@@H](C)CO)C(=O)c2cccc(NC(=O)Nc3ccc4c(c3)OCO4)c2O[C@@H]1CN(C)C,-0.3,-1.4[16.7 µM],-2.3,-0.4,23.5*,-1.8,7.9
COc1ccc(C(=O)O/N=C2\CCS(=O)(=O)c3sccc32)cc1,-0.3,0.4,2.8,-1.5,?,-0.6,6.1
COC(=O)c1ccsc1NC(=O)c1cccc(OC)c1,-1.7,·,-2.8,-4.3,1.0,-5.0,7.7
CCOC(=O)N(C)c1c(CC)nc2c(OCc3ccccc3)cccn12,5.6,0.4,-1.0,-2.0,-1.4,-2.6,3.6
CC(=O)N1[C@H](CO)[C@H](c2ccccc2)C12CN(C(=O)c1ccccc1)C2,3.8,·,0.2,-13.2,-4.4,-2.5,1.6
COc1ccc(CN(C)S(=O)(=O)c2nnc(NC(=O)c3ccccc3)s2)cc1OC,3.8,53.4,1.9,-4.9,18.2,2.0,4.7
Cc1ccc(S(=O)(=O)N(C)C[C@@H]2OCCCC[C@@H](C)Oc3ccc(NC(=O)Nc4ccc(F)cc4)cc3C(=O)N([C@@H](C)CO)C[C@@H]2C)cc1,1.1,-10.8[16.7 µM],2.1,6.8,-2.7,-3.3,0.5
CC1CCCC(NC(=O)COC(=O)c2ccc([N+](=O)[O-])s2)C1C (stereo not given),56.6*,0.3,0.0,-3.3,-4.6,0.3,-0.4
COc1cccc(NC(=O)Nc2ccc3c(c2)C(=O)N(C)C[C@H](OC)[C@@H](C)CN(CC2CC2)[C@H](C)CO3)c1,0.1,·,-5.0,1.6,2.0,-1.2,-1.4
O=C(OCC(=O)N1CCCc2ccccc21)c1cc(S(=O)(=O)N2CCOCC2)ccc1F,0.4,0.8,-3.4,-3.0,-2.1,-1.0,-5.3

# Only DENV2 CPE (two entries from above):
Structure | DENV2 CPE
COc1ccc(C(=O)NC(=S)NNC(=O)c2ccccc2O)cc1 | -6.1
CC(=O)NCCn1c(C)cc2ccccc21 | 7.3

# A draw from above in order of count of non-hydrogen atoms, low to high.
SMILES,Casp6 inh,miR122 inh,ERAP1 inh,SIRT5 inh,DENV2 CPE,F508del corr,ERp5 block
S=C(NC1CCCC1)N1CCN(c2ccccn2)CC1,-2.8,-0.6,2.5,-0.1,4.8,·,7.5
O=C(NC(=S)N1CCN(c2ccc(F)cc2)CC1)C12CC3CC(CC(C3)C1)C2,1.6,·,1.0,·,-0.6,·,-0.7
C/C=C/c1ccc2c(c1)O[C@@H](CN(C)C(=O)Nc1ccc(F)cc1)[C@@H](C)CN([C@H](C)CO)S2(=O)=O,-0.6,-7.4[16.7 µM],-3.8,-3.9,-0.7,0.1,-0.8
